Source: PubChem (Broad Institute)
SIRT5 inh = blocks human SIRT5 desuccinylation of peptide. Q9NXA8. Purified SirT5, succinyl-peptide AMC, trypsin-coupled fluorescence. inhibition, % at 15 µM. 330,000 compounds, 1.1% hits. AID 652115; in the data active = inhibition above about 15%; inconclusive = no clear call, values can overlap the other calls
Target sequence (Q9NXA8 whole entry, looked up): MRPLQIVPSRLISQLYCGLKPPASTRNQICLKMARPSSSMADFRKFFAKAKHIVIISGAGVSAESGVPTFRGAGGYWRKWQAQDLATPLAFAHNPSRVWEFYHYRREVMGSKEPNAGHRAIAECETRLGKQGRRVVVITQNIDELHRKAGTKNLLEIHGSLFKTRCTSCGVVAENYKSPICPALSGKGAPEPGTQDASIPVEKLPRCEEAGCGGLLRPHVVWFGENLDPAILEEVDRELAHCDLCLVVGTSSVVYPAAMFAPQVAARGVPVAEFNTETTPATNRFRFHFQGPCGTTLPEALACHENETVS
miR-122 sensor = inhibitors of miR-122 in Huh7 cells | Huh7 miR-122 Renilla luciferase sensor, 48 h; neutral wells = 0, positive control = 100 | activation (reporter increase), % at 12.5 µM | 340,000 compounds, 0.3% hits | AID 602342;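 active = mean replicate activation score at least 90 and every replicate individually at or above 90; inconclusive = only one of the two criteria met; inactive = neither criterion met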;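 also: higher luciferase means less miR-122 activity so hits act as miR-122 inhibitors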
ERp5 block = blocks human ERp5 reductase activity on insulin; Q15084; ERp5 insulin aggregation, absorbance 650 nm, 90 min; inhibition, % at 9.99 µM; 350,000 compounds, 0.05% hits; AID 651711;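 active = mean replicate inhibition above about 25%, with every replicate also reaching it, limit read from the data, passing the limit was not always enough; inconclusive = only one of those two criteria met; inactive = neither criterion met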
Target sequence (Q15084 whole entry, looked up): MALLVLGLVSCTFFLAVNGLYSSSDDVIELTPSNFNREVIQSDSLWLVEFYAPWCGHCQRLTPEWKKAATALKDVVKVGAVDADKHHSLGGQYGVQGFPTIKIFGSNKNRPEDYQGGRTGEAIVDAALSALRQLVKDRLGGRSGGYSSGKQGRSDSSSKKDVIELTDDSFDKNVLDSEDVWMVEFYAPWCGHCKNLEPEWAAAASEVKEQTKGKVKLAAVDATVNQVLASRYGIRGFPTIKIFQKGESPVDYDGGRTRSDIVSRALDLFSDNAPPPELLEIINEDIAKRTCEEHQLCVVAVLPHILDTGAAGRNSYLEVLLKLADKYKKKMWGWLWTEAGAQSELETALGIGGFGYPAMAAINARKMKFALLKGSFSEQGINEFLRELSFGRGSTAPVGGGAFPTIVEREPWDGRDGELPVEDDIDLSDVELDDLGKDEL
DENV2 CPE rescue = DENV2-induced cell death inhibition | DENV2-infected cells, cytopathic effect rescue, plate reader | CPE inhibition, % at 9.99 µM | 350,000 compounds, 1.7% hits | AID 651640; in the data active = CPE inhibition above about 20%, passing the limit was not always enough; inconclusive = no clear call, values can overlap the other calls; tested in BHK-21 cells;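 also: 0% = median of neutral control wells and 100% = median of positive control wells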
ERAP1 inh = blocks human ERAP1 aminopeptidase activity. Q9NZ08. recombinant ERAP1, Leu-AMC fluorescence, 60 min. inhibition, % at 10.7 µM. 340,000 compounds, 0.15% hits;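 active = mean replicate inhibition of at least 30%, or all replicates individually reaching that 30% level; inactive = mean below 30% and not every replicate reaching it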;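 also: 0% = neutral control wells and 100% = L-leucinethiol positive control wells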
CASP6 VEID inh = inhibitors of human caspase-6; P55212; purified caspase-6, Z-VEID-R110 cleavage fluorescence; inhibition, % at 12.5 µM; 350,000 compounds, 0.53% hits;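 active = mean inhibition across replicates at least about 35%, with every replicate also reaching that limit, limit read from the data; inconclusive = only one of the two criteria met; inactive = neither criterion met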;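 also: 0% = median of neutral control wells and 100% = no fluorescence left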
Target sequence (P55212 24-179 limits assumed): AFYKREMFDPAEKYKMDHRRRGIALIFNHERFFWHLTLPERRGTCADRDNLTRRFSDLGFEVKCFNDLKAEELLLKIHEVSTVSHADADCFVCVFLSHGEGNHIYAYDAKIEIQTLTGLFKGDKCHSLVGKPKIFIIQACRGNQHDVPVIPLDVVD
Target sequence (P55212 194-293 limits assumed): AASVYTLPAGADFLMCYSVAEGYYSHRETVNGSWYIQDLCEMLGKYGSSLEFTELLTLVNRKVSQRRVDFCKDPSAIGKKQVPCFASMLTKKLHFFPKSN
F508del corr = CFTR F508del correction in bronchial cells. activity (quench increase), % at 7.58 µM. 350,000 compounds, 0.36% hits. CFBE cells, YFP halide quenching; stimulated with forskolin plus potentiator P3; % fluorescence drop versus neutral controls;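 active = mean added fluorescence quench of at least 8% versus neutral control, with both replicates also reaching 8%; inconclusive = only one of the mean or replicate conditions met; inactive = mean below 8% and not both replicates reaching 8%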;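 also: cells transiently co-express mutant CFTR-F508del with the halide-sensitive YFP; corrector assay measuring rescue of mutant channel to the surface after 24 h compound exposure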
* marks the source's active call; other numbers are inactive results; u = inconclusive; x = not tested or not shown; & = joins results of further samples; [ ] = remark or other dose.

structure	SIRT5 inh	miR-122 sensor	ERp5 block	DENV2 CPE rescue	ERAP1 inh	CASP6 VEID inh	F508del corr
COc1ccc(NC(=O)CNC(=O)CC23CC4CC(CC(C4)C2)C3)c(OC)c1	1.8	-3.5	-4.8	u	2.5	-5.8	1.9
COCOCCn1cc(CN2CCS(=O)(=O)N(Cc3ccc(-c4ccc(F)nc4)cc3)C(CC(C)C)C2=O)nn1 (configuration not stated)	-1.1	-7.4	5.7	2.2	-3.5	1.2	1.6
c1ccc(OCCN2CCN(C(c3ccccc3)c3ccccc3)CC2)cc1	-4.1	-1.8	1.2	-13.9	18.0	2.0	-0.3
COC(=O)C1C(OC)=CC(=O)C2CCCCC21 (configuration not stated)	-3.0	-7.4	-4.7	-7.0	-0.3	4.6	-4.4
COCCn1c(SCC(=O)Nc2cc(C)on2)nc2c(c1=O)SC(C)C2 (configuration not stated)	4.3	x	-5.8	-1.5	1.8	3.2	-1.0
Cc1cc(=O)[nH]c(N/N=C/c2cc(C)n(-c3ccccc3)c2C)n1	2.1	-2.0	-4.9	0.3	-3.2	0.3	1.0
C[C@@H]1CCCCO[C@@H](CN(C)S(=O)(=O)c2cn(C)cn2)[C@@H](C)CN([C@H](C)CO)C(=O)c2cc(NC(=O)c3ccccc3)ccc2O1	-19.0	0.2[16.7 µM]	-3.6	-4.7	1.8	0.2	1.9
COc1ccc2c3c([nH]c2c1)[C@@H](CO)N(C(=O)C1CC1)CC31CCN(Cc2cccc(F)c2)CC1	0.4	x	-3.5	-12.0	2.3	-1.8	7.6
O=C(Nc1ccc(Cl)cc1)Nc1ccc2c(c1)OCO2	-0.9	-1.7	5.1	-7.5	-3.2	-2.1	-0.2
Cc1ccc(NC(=O)CCCNC(=O)c2ccc(Cl)cc2)cc1S(=O)(=O)N1CCCCC1	-20.4	11.5	1.7	11.3	-1.3	2.1	0.2
O=C(Nc1ccccc1)N1CCCC(CNS(=O)(=O)Cc2ccccc2)C1 (configuration not stated)	-4.4	x	-1.3	2.2	0.3	-1.1	-2.1
COc1ccc(NC(=O)CN(C)C(=O)c2ccc(S(=O)(=O)Nc3ccccc3C)cc2)cc1	1.2	1.8	-0.1	3.6	1.9	-68.5	5.1
COc1ccccc1CN1CC(C(=O)N(C)Cc2ccncc2C)CCC1=O (configuration not stated)	-4.0	-7.0	-1.4	u	3.1	1.3	2.0
O=C(O)CCNC(=O)COc1ccc2c3c(c(=O)oc2c1)CCCC3	0.5	x	1.1	-0.7	0.5	1.6	0.3
Cc1ccc(CNC(=O)Nc2ccccc2)n1C	-1.0	-2.2	4.6	-2.5	0.6	0.4	0.4
Cc1csc(=O)n1CC(=O)OCC(=O)Nc1cc([N+](=O)[O-])ccc1Cl	-0.8	x	2.4	4.8	3.0	3.1	-6.4
CCc1cc2cc(C)ccc2nc1SCC(=O)NC1CCCC1	-0.3	-1.5	-5.6	-8.3	-0.6	-5.7	0.8
Nc1ccc(OCCCc2c(N)nc(N)nc2N)cc1	-4.3	x	-2.2	5.4	-1.5	x	3.0
COC(=O)C(OC(=O)c1ccccc1)C(C)Br (configuration not stated)	x	-1.6	-7.0	6.2	0.0	x	2.7
COc1ccc(NC(=O)Nc2cccc3c2O[C@H](CN(C)S(=O)(=O)c2ccc(C)cc2)[C@H](C)CN([C@@H](C)CO)C3=O)cc1	1.6	4.7[16.7 µM]	-3.5	-6.4	0.7	2.7	-4.0
O=C(Cn1cnc(S(=O)(=O)N2CCCC2)c1)Nc1ccccc1	-2.4	-10.8	1.4	0.8	2.0	2.8	1.5
Cc1nc2nc(-c3ccccc3)cn2nc1C	21.5*	-6.0	3.8	19.9	-20.4	0.4	1.1
COc1ccc(C2/C(=C(/O)c3ccccc3)C(=O)C(=O)N2c2ccccn2)cc1OC (configuration not stated)	-0.9	x	7.8	2.8	10.4	3.3	-7.6
CCCCN(Cc1ccccc1)S(=O)(=O)c1ccc2c(c1)n(C)c(=O)c(=O)n2C	-7.8	-1.0	1.9	7.4	4.0	19.2	-3.2
C[C@@H]1CN([C@@H](C)CO)C(=O)c2cc(C3=CCCCC3)cnc2O[C@H]1CN(C)C(=O)Nc1ccc(F)cc1	9.4	11.7[16.7 µM]	-0.3	0.6	-1.2	-0.7	-1.7
O=C(C[C@@H]1CC[C@@H]2[C@H](COC[C@H](O)CN2Cc2ccccc2F)O1)N1CCc2ccccc2C1	0.1	-8.4[16.7 µM]	-3.1	-11.3	1.1	-2.7	4.1
Cc1cc(NC(=O)CCC(=O)N(CC(=O)NCC2CCCO2)c2ccc(C(C)C)cc2)no1 (configuration not stated)	-4.9	-0.3	-0.5	7.8	-0.4	-1.6	-0.7
COc1cc(/C=C(\C#N)C(=O)NCC2CCCO2)cc(OC)c1OC (configuration not stated)	7.8	-6.1	5.0	0.3	1.5	-1.2	-0.2
COC(=O)[C@]12CCCCC=C1N(Cc1ccc(Cl)cc1Cl)C(=O)[C@H](CC(=O)NCc1cccs1)C2	-3.5	x	-9.9	2.8	-1.1	1.0	0.8
CCN(CC)c1ccc(/C=C/c2cc(-c3ccccc3)c3ccccc3n2)cc1	2.2	x	-4.3	1.0	-4.5	1.5	1.3
N#CC1(NC(=O)CN2CCN(S(=O)(=O)c3ccccc3F)CC2)CCCC1	-3.1	-13.0	0.0	-2.9	-0.1	3.0	0.4
Cc1c(/C(O)=C2/C(=O)C(=O)N(CCN3CCOCC3)C2c2ccco2)cnn1-c1ccccc1 (configuration not stated)	-0.1	-2.2	6.9	-0.7	1.3	-1.2	-1.0
Cc1ccc(S(=O)(=O)N[C@H]2CC[C@@H](CCn3cc(C4CC4)nn3)O[C@H]2CO)cc1	-4.1	x	-6.7	4.0	0.6	-0.9	-1.9
COCC(=O)N1[C@H](CO)[C@@H](c2ccc(C3=CCCCC3)cc2)[C@@H]1C#N	1.0	x	-10.6	-15.5	-0.1	2.5	2.3
O=C(c1ccccc1)N1CC(=O)N2[C@H](C1)[C@H](c1ccc(C#Cc3ccccc3)cc1)[C@@H]2CO	6.7	x	-0.4	-3.9	-1.2	0.7	3.4
CCN(C(=O)c1cn(C)c(=O)c2ccccc12)c1ccccc1F	-3.9	-6.4	3.6	5.5	-3.7	-1.0	3.0
CCc1ccc(C(=O)Cn2ccsc2=N)cc1	-4.7	8.6	1.7	-3.5	16.0	0.8	-5.0
COc1ccc(OC)c(-n2c(=S)[nH]c3c(sc(=S)n3-c3ccccc3)c2=O)c1	-1.8	x	4.6	0.0	-2.4	-0.3	1.0
COc1ccc(CN2C[C@H](Cc3ccccc3)[C@@H](CC(=O)Nc3ccccc3)C2=O)cc1	x	x	-0.4	-5.4	0.5	-0.1	-0.3
CCCOc1ccc(N2C(=O)CC(N(Cc3ccco3)C(C)=O)C2=O)cc1 (configuration not stated)	-2.9	x	4.5	u	-2.6	0.7	4.5
COc1ccc(N2CCN(Cc3cc(=O)c(OCC(=O)NC4CCCC4)co3)CC2)cc1	-1.2	-4.3	2.5	0.3	2.7	4.4	-1.1
O=C(c1ccc(F)cc1)N1CC(=O)N2[C@H](CO)[C@@H](c3ccc(/C=C/c4ccccc4)cc3)[C@@H]2C1	-0.7	x	-4.1	u	1.4	1.3	1.1
COc1ccc(NCC(=O)n2c(C)c(C)c3ccccc32)cc1OC	-3.2	x	2.4	-0.4	x	0.9	-0.3
Cc1ccc2nc3n(c(=O)c2c1)-c1cc(Cl)ccc1C(=O)NC3Cc1ccccc1 (configuration not stated)	-3.5	x	-6.3	-3.1	2.8	-0.4	1.2
Cc1ccc(S(=O)(=O)N2Cc3ccccc3CC2C(N)=O)cc1 (configuration not stated)	2.4	-7.8	-1.9	u	9.8	-4.8	-3.2
O=C(CSc1nnc(SCc2ccc(Cl)cc2)s1)N/N=C/c1ccccc1C(=O)O	-2.7	-4.6	3.1	-2.7	3.0	-2.5	-6.4
COC(=O)c1cc(S(=O)(=O)NCc2ccccc2)cn1C	-0.3	55.6	6.9	-11.7	-0.6	-1.3	-1.8
CCCc1cn(CC[C@@H]2CC[C@@H](NC(=O)C3CCCCC3)[C@H](CO)O2)nn1	1.9	-24.4[16.7 µM]	-1.0	1.3	-0.3	1.7	-1.5
O=S(=O)(c1c(F)cccc1F)N1CCN(Cc2c(O)ccc3ccccc23)CC1	-1.8	7.2	-5.0	5.0	-2.5	-0.4	-0.5
CC(C)c1ccc(CNn2cnnc2)cc1	-4.6	0.5	6.1	0.1	1.1	-0.5	0.8
O=C(Nc1nnc([C@H]2C[C@H](O)[C@@H](CO)O2)s1)Nc1ccccc1Oc1ccccc1	0.0	x	2.9	6.0	11.8	-3.0	-1.7
CC(C)CCNC(=O)[C@@H](Cc1ccccc1)NC(=O)[C@H]1O[C@@H](n2ccc(=O)[nH]c2=O)[C@H](O)[C@@H]1O	-10.3	x	-0.6	-13.0	1.4	-3.5	0.9
COc1ccc(OC)c(NC(=O)CSc2nnnn2C2CCCC2)c1	0.1	-4.6	-1.9	u	0.2	8.7	-0.4
CCCNC(=O)N(C)C[C@@H]1Oc2cc(C#CC(C)(C)O)ccc2S(=O)(=O)N([C@H](C)CO)C[C@H]1C	2.4&-4.7&-4.9	-4.6	0.0&-7.4&-0.3	-6.9&-4.3&-3.3	1.8&-0.9&2.0	3.1&-2.9&-3.6	0.6&-2.8&-0.8
N[C@@H](Cc1ccc(O)c(O)c1)C(=O)O	15.1*	2.4	6.7	-2.3	1.6	x	1.8
Cc1ccc2[nH]c(=O)c(CN(CCCO)S(=O)(=O)c3c(C)ccc4nsnc34)cc2c1	-1.8	-5.6	5.5	-4.7	-2.7	0.4	0.2
CC(C)N(Cc1ccccc1)C(=O)c1cccs1	0.8	-3.6	-2.0	-0.9	0.5	-1.4	3.7
CCNc1c(NS(=O)(=O)c2ccc(OC)cc2)c(=O)oc2ccccc12	-0.4	-4.6	1.7	11.2	-0.7	-2.6	3.0
CC(=O)Nc1cccc(-c2ccnc3c2CC(C(=O)NCCc2ccccc2)O3)c1 (configuration not stated)	-1.3	12.1	0.2	-16.8	-1.0	-3.3	3.4
O=C(COC(=O)c1cc(=O)c2ccccc2o1)NCC1CCCCC1	5.1	-0.8	-2.8	0.9	x	-2.1	-4.1

(cont.)
structure	SIRT5 inh	miR-122 sensor	ERp5 block	DENV2 CPE rescue	ERAP1 inh	CASP6 VEID inh	F508del corr
COc1cccc(S(=O)(=O)N2C[C@@H](O)COC[C@@H]3O[C@H](CC(=O)N4CCCCC4)CC[C@H]32)c1	5.2	-1.9[16.7 µM]	1.1	12.6	-2.8	1.4	-0.5
COc1ccc(NC(=O)N(C)C[C@H]2OCCCC[C@H](C)Oc3ccc(NS(=O)(=O)c4ccc(OC)cc4)cc3C(=O)N([C@H](C)CO)C[C@@H]2C)cc1	x	9.5[16.7 µM]	x	-6.6	x	x	-2.0
CCn1c(COc2ccc(Cl)c(C)c2)nnc1SCC(=O)N1CCCC1	-0.6	-3.4	-6.7	x	0.8	1.2	x
COC(=O)C1=C(C)Nc2nc3ccccc3n2C1c1ccccc1F (configuration not stated)	0.2	5.2	3.3	-0.6	x	-5.0	3.6
CCN(CC)C(=O)/C(=C/c1ccc(F)cc1)NC(C)=O	0.2	x	2.1	1.0	1.1	-0.5	x
Cc1cc(C)cc(OCC(=O)Nc2ccc(-n3cnnn3)cc2)c1	-5.5	-1.8	2.3	-5.0	6.0	2.1	-0.8

Full records from above. Values in the order: SIRT5 inh, miR-122 sensor, ERp5 block, DENV2 CPE rescue, ERAP1 inh, CASP6 VEID inh, F508del corr
Entry for CCn1c(COc2ccc(Cl)c(C)c2)nnc1SCC(=O)N1CCCC1 = -0.6, -3.4, -6.7, x, 0.8, 1.2, x
Entry for Cc1cc(C)cc(OCC(=O)Nc2ccc(-n3cnnn3)cc2)c1 = -5.5, -1.8, 2.3, -5.0, 6.0, 2.1, -0.8
